Abeta yeast res = restores growth of yeast expressing A-beta42 peptide. Potency, µM (top dose mostly 46.1 µM), without a hit: at the highest dose growth rescue, hits mostly activators. AID 1347071. actives 0.063% (n = 410,000). yeast expressing A-beta42, growth rescue, OD600, 48 h; response scale: 0% DMSO, 100% iron-clioquinol control; further: potency means the concentration at half of the fitted maximal effect; nearly all actives have a fitted effect of over 55% in size
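Yeast A-beta toxicity model in growth medium with pinned compounds, 48 h at 30 C; growth read as absorbance at 600 nm. Normalized to FeCl3/clioquinol equimolar mix (positive) and DMSO (negative).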
FUS yeast rescue = FUS proteinopathy suppression in yeast; AID 1347120; actives 0.24% (n = 390,000); Potency, µM (titrated, usually from 76.6 µM), for the others: at the highest dose growth rescue (activation), actives largely listed as activators; S. cerevisiae FUS-expressing, growth rescue, OD600, 24 h;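 further: potency means the concentration at half of the fitted maximal effect; plate controls were DMSO vehicle for no effect and reference control for full effect; nearly all actives have a fitted effect of over 55% in size; some results filed as inactive show a strong effect at the top dose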
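Absorbance at 600 nm, taken 24hr after compound addition, measured rescue of FUS-yeast growth at 30C. Induction used 2% galactose with seeding at OD 0.005. Controls: CP55940 from 92uM final, DMSO only.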
DRD3 agonist = activates the human D3 dopamine receptor. P35462. D3R DiscoveRx beta-arrestin cells, luminescence, 90 min. max activation, %. actives 0.58% (n = 410,000). AID 652048; in the data active means max activation above about 30%; further: 0% is about no effect; mostly tested at two doses, the higher about 12 µM
Target sequence (P35462 whole entry, looked up): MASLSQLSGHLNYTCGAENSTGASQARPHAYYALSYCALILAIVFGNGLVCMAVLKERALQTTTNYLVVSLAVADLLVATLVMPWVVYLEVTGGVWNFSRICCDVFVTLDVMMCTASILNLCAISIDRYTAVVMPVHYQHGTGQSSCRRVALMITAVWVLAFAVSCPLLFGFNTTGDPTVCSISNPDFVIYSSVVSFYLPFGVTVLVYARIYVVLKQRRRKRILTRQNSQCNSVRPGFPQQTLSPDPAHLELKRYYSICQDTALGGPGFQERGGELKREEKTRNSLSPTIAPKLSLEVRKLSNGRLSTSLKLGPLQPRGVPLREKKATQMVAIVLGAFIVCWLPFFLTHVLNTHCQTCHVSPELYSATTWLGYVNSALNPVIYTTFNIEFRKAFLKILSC
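Cells at 1500/well, incubated overnight, then treated with pinned compounds (dopamine as control) for 90 min at 37 degrees C. DiscoveRx reagent added for 30 - 60 minutes at room temperature; luminescence read.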
TDP43 rescue = TDP-43 toxicity inhibition in yeast; TDP-43 expressing yeast growth rescue, BacTiter-Glo, 24 h; Potency, µM (titrated, usually from 46.1 µM), for inactives: top-dose growth rescue (activation), most hits filed as activators; actives 1.8% (n = 410,000); AID 652104; further: potency means the concentration at half of the fitted maximal effect; % of control where 0% means no effect; nearly all actives have a fitted effect of over 50% in size
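Yeast expressing TDP-43 (pregrown in raffinose, seeded at OD600=0.02 in galactose medium) exposed to compounds 24 hr at 30 deg C. Growth read by BacTiter-Glo luminescence; rescue of toxicity appears as increased signal.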
D3 antag = D3 dopamine receptor (human) antagonism; max response, negative = inhibition, %; P35462; D3R cells, DiscoveRx beta-arrestin luminescence, antagonist mode; stronger effect = lower value; actives 2.5% (n = 360,000); in the data active means max response below about -50%; inconclusive means no clear call, values can overlap the other calls; further: on the % scale 0 is the no-effect control and ±100 the full control effect; mostly tested at two doses, the higher about 12 µM
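Cells expressing the human receptor were seeded at 1500 cells/well, incubated overnight at 37 degrees C in 5% CO2, then exposed to library compounds with dopamine controls for 90 minutes at 37 degrees C before luminescent detection.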
EPAC2 ag = EPAC2 (human) agonism | actives 0.079% (n = 360,000) | Q8WZA2 | AID 720711 | EPAC2 activation, biochemical qHTS; response scale: 100% = 6.5 mM cAMP response | Potency, µM (series often up to 154 µM), for inactives: at the highest dose activation, actives largely listed as activators; further: potency means the concentration at half of the fitted maximal effect; nearly all actives have a fitted effect of over 50% in size
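Exchange assay: 100 nM EPAC2 with 250 nM Rap1B-BODIPY-GDP and 50 uM GDP. Fluorescence (ex 480/em 540 nm) read every 5 min for 30 min at room temperature. Data normalized to 6.5 mM cAMP as agonist control.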
EPAC2 antagonist = EPAC2 (human) antagonism. EPAC2 GEF exchange of Rap1B-BODIPY-GDP, fluorescence. Potency, µM (highest dose often 114 µM), without a hit: at the highest dose activity, negative = inhibition, usual class: inhibitors. actives 0.18% (n = 360,000); further: potency means the concentration at half of the fitted maximal effect; on the % scale 0 is the no-effect control and ±100 the full control effect; nearly all actives have a fitted effect of over 45% in size; many of its hits are not listed in these tables
aSyn rescue = inhibitors of alpha-synuclein toxicity in yeast | Yeast expressing alpha-synuclein, growth rescue, BacTiter-Glo, 24 h | Potency, µM (series often up to 46.1 µM), without a hit: at the top dose growth rescue (activation), hits mostly activators | actives 0.14% (n = 370,000) | AID 652106; further: potency means the concentration at half of the fitted maximal effect; % of control where 0% means no effect; nearly all actives have a fitted effect of over 65% in size
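Readout is rescue of growth in alpha-synuclein-expressing yeast, so inhibitors of toxicity appear as activators. Growth after 24 hr at 30 deg C in galactose medium is quantified by luminescence.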
An asterisk follows results filed as active; ? = inconclusive; . = not tested or not shown; [ ] = another dose, or the depositor's remark. Unless noted, the call rests on the fitted dose curve; in most records, active means well fitted curve in the direction sought with a large enough effect; inconclusive means small, poorly fitted or top-dose-only effect, or another doubt; inactive means no such curve, though single readings can be large; an effect the other way counts as inactive or inconclusive. A portion of the library. The share of hits here may be higher or lower than overall.

canonical_smiles	Abeta yeast res	FUS yeast rescue	DRD3 agonist	TDP43 rescue	D3 antag	EPAC2 ag	EPAC2 antagonist	aSyn rescue
Cc1ccc(S(=O)(=O)/N=S(/c2ccccc2)C(C)C)cc1 (stereo not given)	-3.8%	4.4%	3.7	1.0%	43.9	7.5%	2.5%	-0.5%
COc1ccc(C(=O)NCCNc2nc3cc(C)cc(C)c3cc2C#N)c(OC)c1	-7.2%	-10.9%	10.5	18.3%	22.7	5.6%	-11.1%	0.0%
Cc1ccc(S(=O)(=O)Cc2ccc(C(=O)NCc3cccs3)o2)cc1	28.4%	10.7%	-0.1	0.5%	3.8	0.7%	-11.9%	0.9%
C=CCC1NS(=O)(=O)OC(COC)C1C (stereo not given)	-2.4%	-13.2%	7.3	9.9%	28.6	3.7%	9.1%	-2.3%
COc1ccc(CN(C)C2CCCCC2)c(C)c1C	21.1%	-9.6%	-34.6	-7.1%	?	10.5%	0.1%	-9.4%
COc1ccc(C)cc1NC(=O)c1cc2c(=O)n3cccc(C)c3nc2s1	-2.2%	-1.0%	-6.1	1.1%	.	.	.	.
COc1ccc(C(CNC(=O)C(C)(C)Oc2ccc(Cl)cc2)N2CCCC2)cc1 (stereo not given)	-11.5%	-3.4%	-4.3	7.5%	-114.3*	5.9%	-0.1%	-5.2%
COc1ccc(CCNC(=O)Cn2cnc3c(nnn3Cc3ccccc3F)c2=O)cc1OC	16.6%	10.9%	0.2	-13.3%	-15.4	6.9%	-5.1%	-6.3%
C[N+]1(CC(=O)OCCCc2ccccc2)CCCCC1	-7.5%	-21.6%	-4.9	-9.1%	0.9	-1.6%	0.1%	9.0%
O=C(O)CCn1c(=O)oc2cc(S(=O)(=O)N3CCCC3)ccc21	-8.2%	-18.1%	3.5	-17.0%	-4.9	-1.8%	7.7%	4.6%
C=CCOc1ccc(C2c3c(oc4ccccc4c3=O)C(=O)N2CCCN2CCOCC2)cc1 (stereo not given)	-9.5%	25.7%	-14.2	-9.9%	1.3	3.2%	-5.3%	5.9%
CCCCn1cc2c(c1-c1cccc(C)c1)c(=O)n(C)c(=O)n2C	2.5%	16.4%	2.9	17.0%	9.4	1.0%	?	5.9%
O=c1c(-c2cccnc2)nc2ccccc2n1C(c1ccccn1)c1nc2ccccc2[nH]1 (stereo not given)	-9.9%	?	0.0	2.2%	-15.5	4.9%	-2.8%	-6.1%
CCOc1ccc(/C=C/C(=O)Nc2cccc(C(C)=O)c2)cc1	8.2%	.	2.5	15.4%	9.6	-0.7%	1.8%	-14.0%
Cc1csc2nc(-c3cccc(NC(=O)c4ccc(S(N)(=O)=O)cc4)c3)cn12	-5.5%	3.8%	-11.7	11.0%	.	.	.	-13.2%
CCCCNC(=O)C1c2ccccc2OCC(=O)N1Cc1ccco1 (stereo not given)	-11.5%	-14.8%	6.5	?	23.4	5.4%	-0.2%	-0.5%
CCN(CC)c1cc2c(cc1F)c(=O)c(S(=O)(=O)c1ccc(C)cc1)cn2Cc1ccc(F)cc1	3.1%	-27.3%	2.0	0.0%	.	.	.	.
O=c1c(=O)n(CCO)n(CCO)c(=O)n1CCO	1.0%	-12.7%	-1.8	4.9%	8.4	6.9%	1.1%	-2.2%
CCC(C)N(C(=O)CSc1nc(-c2ccccc2)cs1)C1CCS(=O)(=O)C1 (stereo not given)	-1.5%	24.7%	-7.9	-2.8%	21.2	10.0%	-0.5%	-0.3%
O=C1NCCCC1C(=O)N/N=C/c1ccccc1 (stereo not given)	-2.5%	-8.7%	-0.4	-10.9%	3.4	2.2%	0.9%	-0.2%
Cc1ccccc1NC(=S)N1CCN(Cc2ccccc2)CC1	2.8%	25.6%	-5.6	-19.9%	-9.5	8.5%	-13.1%	-8.0%
O=C(NCN1CCCCC1)c1cccnc1	13.5%	4.0%	-11.1	-15.6%	-19.2	5.1%	-2.6%	0.4%
COc1ccc(C2CC(=O)c3cc(-c4nc(-c5cccc([N+](=O)[O-])c5)cs4)c(=O)n(-c4cc(C)cc(C)c4)c3C2)cc1 (stereo not given)	9.6%	-6.7%	-7.4	1.3%	.	.	.	.
CC1=NN(c2ccccc2)C(=O)C1C(=O)C(=O)Nc1ccc(F)cc1 (stereo not given)	?	4.9%	3.3	-0.1%	-4.9	2.1%	-7.0%	-30.7%[inhibitor]
Nc1ccc2c(=O)[nH][nH]c(=O)c2c1	-9.3%	13.0%	-12.9	-20.9%	1.2	9.7%	3.6%	-0.9%
COc1ccc(NC(=O)N2CCCC2C(=O)Nc2ccccc2F)cc1 (stereo not given)	-8.7%	4.4%	1.1	-16.5%	8.0	-0.1%	1.5%	-3.4%
Cc1ccc(-c2nc3cc(Cl)ccc3o2)cc1NC(=O)c1cc2ccccc2o1	9.4%	-1.0%	3.8	39.8%	.	.	.	.
COc1ccc(CCN2C(=O)CC(N3CCC(C(N)=O)CC3)C2=O)cc1OC (stereo not given)	-47.2%[inhibitor]	3.0%	3.5	?	-1.4	6.7%	0.1%	-7.6%
NC(=O)NN=C1CCn2cccc21	11.2%	.	3.1	-4.1%	7.3	6.7%	-12.7%	-2.8%
C/C(=N\NS(=O)(=O)c1ccc([N+](=O)[O-])cc1)c1cccs1	-7.4%	-13.8%	-3.0	11.8%	3.6	8.4%	1.2%[57.1 µM]	12.2%

Copied from the list:
TDP43 rescue with Cc1ccc(S(=O)(=O)/N=S(/c2ccccc2)C(C)C)cc1 (stereo not given) is entered as 1.0%
DRD3 agonist with CCCCNC(=O)C1c2ccccc2OCC(=O)N1Cc1ccco1 (stereo not given) is entered as 6.5

More entries
canonical_smiles	Abeta yeast res	FUS yeast rescue	DRD3 agonist	TDP43 rescue	D3 antag	EPAC2 ag	EPAC2 antagonist	aSyn rescue
CC(=O)C1=C(OC(=O)C(C)C)c2ccccc2S(=O)(=O)N1Cc1ccccc1	-34.2%[inhibitor]	31.2%	-2.5	?	.	.	.	.
COc1cc(/C=N\NC(=O)c2ccc(C)nc2)ccc1OC(=O)c1cccc(F)c1	-14.4%	-18.6%	17.2	7.0%	41.3	1.1%	1.3%	-5.4%
COc1ccc(CN(C)C(=O)c2cnc(OC)cc2C(F)(F)F)c(OC)c1	-11.0%	-5.8%	1.9	12.3%	3.7	-0.9%	3.1%	-4.9%
Cc1ccc(C(=O)OC2=CC(=O)CC(C)(C)C2)cc1	-64.2%[inhibitor]	-10.1%	4.0	-17.7%	-11.0	3.4%	3.7%	-1.5%
C[C@H](C(=O)O)c1n[nH]c(=O)c2ccccc12	0.0%	1.3%	1.8	7.8%	-7.0	2.6%	-4.7%	0.3%
CCc1ccc(C(N)=S)cc1	?	-33.4%	4.8	?	-23.0	-7.2%	9.6%	8.6%
O=C(/C=C\c1ccccc1[N+](=O)[O-])Nc1ccccc1	21.2%	-19.4%	-1.2	15.5%	-6.3	5.6%	2.1%	-6.6%
Cc1ccc(SCC(=O)N(C)CC(=O)Nc2cccc(F)c2)cc1	?	1.8%	-14.3	9.1%	7.2	4.1%	5.2%	10.3%
COc1ccc(Cn2c(SC)nc3ccccc32)cc1[N+](=O)[O-]	4.2%	6.2%	-3.0	-11.3%	15.8	1.1%	-2.2%	-1.2%
Cc1ccc(/C=C2/N=C(c3ccccc3)NNC2=O)cc1	14.9%	-14.7%	5.2	0.1%	-2.6	11.2%	-1.8%	9.4%
Cc1cccn2c(=O)c(/C=N/O)c(N3CCCCC3)nc12	17.6%	0.7%	6.5	-5.0%	-13.8	3.3%	6.6%	1.2%
CCCNC(=O)C1(C)CCCN(C(=O)COc2ccc(C(C)(C)C)cc2)C1 (stereo not given)	6.0%	39.2%	2.9	25.3%	-8.1	-11.4%	-11.3%	-0.1%
COc1ccc(N(C(=O)COc2ccccc2OC)S(=O)(=O)c2ccc(Cl)cc2)cc1	-19.6%	?	-8.6	-4.6%	.	.	.	.
COc1ccc(CCNC(=S)Nc2ccc(S(=O)(=O)Nc3ncccn3)cc2)cc1OC	1.0%	20.8%	2.5	9.4%	1.8	8.4%	-4.7%	-2.3%
COc1ccc(CC(=O)NNC2=Nc3cccc4cccc2c34)cc1OC	12.7%	9.2%	-20.5	15.7%	?	3.0%	3.6%	0.2%
CCc1ccc(NC(=O)CN2C(=O)CC(C)S(=O)(=O)c3ccccc32)cc1 (stereo not given)	-3.3%	11.5%	-4.4	4.2%	-8.7	10.0%	-3.7%	-0.2%
CCN(CC)CCNC(=O)c1ccc(NC(=O)c2ccc3c(c2)CCC3)cc1	1.0%	-8.4%	-12.7	10.5%	-16.9	7.9%	-4.3%	9.7%
COc1ccc(OC)c(NC(=O)N2CCC(N3CCN(Cc4ccc(F)cc4)C(=O)C3=O)CC2)c1	-4.6%	26.6%	2.9	22.8%	.	.	.	.
Cc1cc(N2CCOCC2)n2nc(C)c(-c3ccc(Cl)cc3)c2n1	-2.3%	-9.7%	-0.5	17.2%	5.5	-11.4%	3.7%	-2.1%
COc1cc(C)c(NC(=O)C2CCN(S(=O)(=O)c3cccs3)CC2)cc1OC	10.3%	-10.3%	0.5	0.4%	1.0	2.0%	0.8%	7.8%
CC(=O)NC(CC(=O)OCC(=O)N1CCN(S(=O)(=O)c2ccc(C)cc2C)CC1)c1ccccc1 (stereo not given)	-20.2%	58.0%	0.1	5.5%	3.3	0.8%	3.0%	-9.0%
COc1ccc(-c2csc3nc(-c4ccc(F)cc4)oc(=O)c23)cc1OC	-4.6%	-1.6%	-8.0	7.0%	.	.	.	.

Assay outcomes deposited in PubChem by National Center for Advancing Translational Sciences (NCATS).
